# High-throughput results (PubChem BioAssay)
# Integrin act MD: qHTS for Activators of Integrin-Mediated Alleviation for Muscular Dystrophy. alpha7betagal myoblasts, beta-gal FDG fluorescence, 48 h. Potency, µM (titrated, usually from 38.3 µM), for the others: top-dose activation, hits mostly activators. actives 0.064% (n = 350,000);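 also: potency is read from the fitted curve at half-maximal effect; 100% = response of the positive control SU9516; nearly all actives have a fitted effect of over 60% in size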
#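 Alpha7betagal+/- myoblasts (passage 13) were plated 16-24 hr, then exposed to compounds (1:260 dilution of DMSO stock) for 48 hours at 37C. After MPER lysis, β-galactosidase reporter activity was read as FDG fluorescence (ex 480/em 540) after 30 minutes.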
# p53 reactivation: qHTS assay for re-activators of p53 using a Luc reporter; H1299 p53-A138V BP100-luciferase reporter, luminescence, 24 h; Potency, µM (highest dose often 92.2 µM), for the others: at the highest dose activity change, positive = activation, usual class: activators; actives 0.063% (n = 320,000); AID 504706, 2011; also: potency is read from the fitted curve at half-maximal effect; % of control where 0% means no effect; nearly all actives have a fitted effect of over 45% in size
#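 H1299 (p53-null), stable ts p53-A138V + BP100-Luc; 1000 cells/well, Opti-MEM/10% FBS; cpd 4 pt, 1:5; 24 h, 37 deg C, 5% CO2; detection reagent 10 min RT; luminescence.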
# MLL CXXC-DNA inh: qHTS Fluorescence Polarization Assay for Inhibitors of MLL CXXC domain - DNA interaction; Histone-lysine N-methyltransferase 2A (Homo sapiens), Q03164; MLL-CXXC / FITC-HOXA9 DNA fluorescence polarization; Potency, µM (top dose mostly 115 µM), for inactives: top-dose activity change, negative = inhibition, hits mostly inhibitors; actives 0.037% (n = 290,000); AID 2662, 2010; active = well fitted inhibition curve with a large enough effect in the polarisation, with a control signal flat, not every such curve was filed as active; inconclusive = small, poorly fitted or top-dose-only effect, or effect the other way, or a change in a side signal; inactive = no such curve, though single readings can be large or run the other way; the % refers to the polarisation; also: potency is read from the fitted curve at half-maximal effect
#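 Purified MLL-CXXC (added from a 7 uM solution) was preincubated 5 min at ambient with pinned compounds in 50 mM Tris-HCl pH 7.5, 50 mM NaCl, 1 mM DTT, 0.05% BSA. Fluorescein-labeled HOX-A9 DNA (50 nM solution) followed, 30 min, then polarization read.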
# TCR act: Activators of T cell receptors: qHTS campaign. Potency, µM (series often up to 9.22 µM), for the others: at the highest dose activation of IL-2 secretion, actives largely listed as activators. 330,000 tested, under 10 active. AID 504894, 2011. primary human leukocytes, anti-CD3, IL-2 HTRF, 48 h; also: % of control where 0% means no effect
#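 Primary human leukocytes incubated 48 hr with anti-CD3 beads plus compound, without co-stimulation. Secreted IL-2 measured by HTRF (europium cryptate/d2 anti-IL-2 pair, 320 nm excitation, 665 nm emission).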
# PTAP TSG101 blk: qHTS Assay for Iinhibitors of HIV-1 Budding by Blocking the Interaction of PTAP/TSG101; Tumor susceptibility gene 101 protein (Homo sapiens), Q99816; Potency, µM (titrated, usually from 115 µM), for the others: at the top dose activity change, negative = inhibition, hits mostly inhibitors; 340,000 tested, under 10 active; Fluorescence polarization, FITC-PTAP peptide / Tsg101 binding; active = well fitted inhibition curve with a large enough effect in the main read-out, with a control signal flat, not every such curve was filed as active; inconclusive = small, poorly fitted or top-dose-only effect, or effect the other way, or a change in a side signal; inactive = no such curve, though single readings can be large or run the other way; also: potency is read from the fitted curve at half-maximal effect; % of control where 0% means no effect
#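 Fluorescence polarization binding of Tsg101 binding domain (10 uM final) to FITC-labeled PTAP peptide (50 nM final) in HEPES pH 7.5 buffer with NaCl, Tween 20, EDTA, TCEP. Compounds added before peptide; binding 20 min at RT.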
# BRCA1 expr up: qHTS Assay to Identify Small Molecule Activators of BRCA1 Expression; MCF7-BRCA1-FFLuc reporter, luminescence, 48 h; response scale: scaled: vehicle 0%, 10 µM genistein 100%; Potency, µM (top dose mostly 46.1 µM), for inactives: at the highest dose activation, usual class: activators; actives 1.1% (n = 380,000); also: potency is read from the fitted curve at half-maximal effect; nearly all actives have a fitted effect of over 80% in size; some results filed as inactive show a strong effect at the top dose
#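 First, MCF7-BRCA1-FFLuc cells (2000/well) attach for 2 h; next, compounds are pin-added and incubated 48 h at 37 °C; finally, luciferase reagent is added and luminescence read after 15 min.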
# ELG1 DNA repair: qHTS screen for small molecules that inhibit ELG1-dependent DNA repair in human embryonic kidney (HEK293T) cells expressing luciferase-tagged ELG1; actives 2.3% (n = 330,000); Potency, µM (doses to about 46.1 µM), for inactives: top-dose activity change, negative = inhibition, usual class: inhibitors; HEK293T ELG1-luciferase reporter, luminescence, 16 h; DNA damage induced by 5-fluorouridine; also: potency is read from the fitted curve at half-maximal effect; % is scaled to controls: 0 for no effect and ±100 for the full control effect; nearly all actives have a fitted effect of over 55% in size
#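 Overnight (16 hr) co-exposure of 2,000 cells/well to 5-fluorouridine and compound at 37 °C preceded detection. Luciferase was quantified via ONE-Glo luminescence; loss of signal denotes inhibition.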
# A-T KAP1 phos: qHTS Assay for Identifying a Potential Treatment of Ataxia-Telangiectasia; […] A-T fibroblasts, KAP-1 phosphorylation AlphaLISA; neocarzinostatin DNA damage 30 min before lysis; Potency, µM (series often up to 57.5 µM), for inactives: at the top dose activation, usual class: activators; actives 0.19% (n = 320,000); AID 485349, 2010; also: potency is read from the fitted curve at half-maximal effect; % of control where 0% means no effect; nearly all actives have a fitted effect of over 45% in size
#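 hTERT-immortalized A-T patient fibroblasts ([…]), 500 cells/well in OPTI-MEM, 1% FBS, got compounds for 60 min, then NCS for 30 min at 37C. Lysates were then assayed for phospho-KAP-1 by AlphaLISA (anti-pKAP1 donor, anti-KAP1 acceptor beads), 6 hr at 25C.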
# TRPV1 ag: HTS Assay for Compounds that Act as Agonists of the Vanilloid Receptor 1; Transient receptor potential cation channel subfamily V member 1 (Homo sapiens), Q8NER1; TRPV1-expressing cells, Fluo-8 calcium influx, agonist mode; activation, % at 8.33 µM; actives 0.19% (n = 320,000); in the data active = activation above about 80%; inconclusive = between about 30% and that limit; also: 0% is about no effect
# Target sequence (Q8NER1 whole entry, looked up): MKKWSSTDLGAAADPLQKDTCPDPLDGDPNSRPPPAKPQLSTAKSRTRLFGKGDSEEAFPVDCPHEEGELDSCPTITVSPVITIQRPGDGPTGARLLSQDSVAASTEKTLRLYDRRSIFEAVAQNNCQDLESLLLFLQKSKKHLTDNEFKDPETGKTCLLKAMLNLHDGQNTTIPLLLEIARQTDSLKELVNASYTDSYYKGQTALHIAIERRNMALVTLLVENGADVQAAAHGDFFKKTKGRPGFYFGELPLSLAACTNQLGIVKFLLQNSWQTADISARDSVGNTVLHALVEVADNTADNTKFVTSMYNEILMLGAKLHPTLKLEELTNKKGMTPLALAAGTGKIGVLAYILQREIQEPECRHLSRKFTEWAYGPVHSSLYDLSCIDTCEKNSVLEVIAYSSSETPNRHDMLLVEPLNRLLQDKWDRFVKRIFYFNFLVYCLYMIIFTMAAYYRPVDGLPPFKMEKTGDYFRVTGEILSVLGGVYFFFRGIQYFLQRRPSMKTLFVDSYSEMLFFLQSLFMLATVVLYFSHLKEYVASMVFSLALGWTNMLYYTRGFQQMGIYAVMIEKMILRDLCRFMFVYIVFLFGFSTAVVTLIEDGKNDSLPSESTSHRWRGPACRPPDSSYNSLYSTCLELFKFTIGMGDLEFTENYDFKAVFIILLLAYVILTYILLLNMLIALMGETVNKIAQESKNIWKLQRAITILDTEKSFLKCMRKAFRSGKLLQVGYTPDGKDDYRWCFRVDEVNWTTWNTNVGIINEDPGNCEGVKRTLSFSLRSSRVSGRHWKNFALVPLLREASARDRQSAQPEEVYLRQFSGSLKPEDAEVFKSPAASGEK
#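 Fluo-8 calcium influx in TRPV1-expressing cells, kinetic read (ex 480/em 520 nm). Compound added and read 3 min for agonist activity, followed by capsaicin at EC20 final and 2 min further read for enhancement.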
# B2AR arrestin: qHTS assay of beta-arrestin-biased ligands of beta2-adrenergic receptor | actives 0.02% (n = 330,000) | beta-arrestin recruitment to beta2AR, cell-based reporter | AID 492947, 2010 | Potency, µM (top dose mostly 46.1 µM), for the others: at the top dose activation, most hits filed as activators;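 also: potency is read from the fitted curve at half-maximal effect; 0% = DMSO controls and full agonism = EC100 isoproterenol or metaproterenol; nearly all actives have a fitted effect of over 65% in size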
# An asterisk follows results filed as active; u = inconclusive; x = no result given; [ ] = remark or other dose. Unless noted, calls follow the shape of the dose curve; as a rule, active = well fitted curve in the direction sought with a large enough effect; inconclusive = small, poorly fitted or top-dose-only effect, or another doubt; inactive = no such curve, though single readings can be large; an effect the other way counts as inactive or inconclusive.
SMILES,Integrin act MD,p53 reactivation,MLL CXXC-DNA inh,TCR act,PTAP TSG101 blk,BRCA1 expr up,ELG1 DNA repair,A-T KAP1 phos,TRPV1 ag,B2AR arrestin
CCOC(=O)c1c(C)[nH]c(C)c1C(=O)COC(=O)c1ccc(S(=O)(=O)C(F)F)cc1,17.6%,-0.5%,x,-11.7%,-2.1%,7.2%,u,-5.8%,1.5,0.3%
CSc1nsc(SC)c1C(=O)Nc1ccc(C)cc1,-47.1%[inhibitor],0.9%,9.4%,-0.5%,-10.9%,-18.5%,11.8%,-4.2%,20.4,0.2%
COc1ccccc1/C=N/OC(=O)c1ccc(F)cc1,-3.7%,-0.3%,-5.8%,x,-2.1%,-8.0%,16.9%,14.1%,23.9,-0.6%
C=CCOC(=O)C1=C[C@@H](c2ccc(Br)cc2)C[C@@H](OCc2ccc(CO)cc2)O1,12.0%,-1.6%,-16.3%,-0.4%,-3.4%,-7.1%,0.8%,6.6%,u,-0.7%
CC1CC(C)CN(C(=O)Cn2c(-c3nonc3N)nc3ccccc32)C1 (stereo unspecified),10.9%,2.4%,-0.3%,1.9%[46.1 µM],-5.0%,0.0%,u,-0.6%,6.7,0.7%
Cc1ccc(C)c(C(=O)OCC(=O)Nc2cccc(S(=O)(=O)NC3=NCCCCC3)c2)c1,-21.6%,0.1%,2.1%,7.8%,0.3%,-18.5%,u,1.8%,1.9,0.3%
CCn1nc(C(=O)NNC(=O)C2CSC3(C)CCC(=O)N23)c2ccccc2c1=O (stereo unspecified),11.1%,-11.0%,x,x,-3.3%,-10.8%,10.3%,-0.6%,2.5,0.3%
O=C(Nc1ccc(S(=O)(=O)N2CCOCC2)cc1)c1ccco1,1.6%,7.5%,4.7%,3.5%,0.6%,-4.0%,2.7%,2.2%,-4.5,0.0%
C/C(=N/NC(=O)c1ccc(-c2ccccc2)cc1)c1cc(O)cc(O)c1,-0.1%,1.8%,-14.0%,-4.3%,0.6%,4.5%,7.4%,5.3%,-1.1,0.2%
Cc1nn2c(NCCOCCO)c3c(nc2c1-c1ccccc1)CCC3,-7.5%,-4.3%,-4.2%,7.0%,-2.3%,-14.0%,-16.5%,2.6%,u,0.2%
Cc1cc(C)c(S(=O)(=O)NCC2CCC(C(=O)NCCCN3CCOCC3)CC2)c(C)c1 (stereo unspecified),12.2%,-0.3%,-2.9%,-0.5%,-7.0%,-14.9%,-1.1%,13.9%,1.2,-0.1%
Cc1ccc(C(=O)N/C(=C/c2ccco2)C(=O)N2CCCCC2)cc1,5.5%,-6.3%,3.2%,-9.3%,-1.4%,-3.0%,21.3%,-5.7%,29.5,-0.4%
CCN(CC)CCCn1c(SCC(=O)Nc2cccc(F)c2)nnc1-c1ccoc1C,8.1%,-2.4%,2.7%,0.4%,-3.3%,3.7%,19.4%,-1.0%,-3.6,0.1%
COC(=O)N/N=C/c1cn(CCOc2ccc(OC)cc2)c2ccccc12,-7.2%,-3.7%,4.3%,1.9%,-3.6%,-23.6%,-24.1%,-6.8%,-1.3,-0.8%
S=C(c1ccccc1)N1CCSCC1,10.2%,-1.5%,-1.3%,5.6%,-0.8%,7.8%,-5.8%,25.0%,10.9,0.1%
CCc1nnc(NC(=O)/C=C/c2ccco2)s1,31.9%,u,1.7%,-6.6%[46.1 µM],1.5%,3.98µM*,u,0.5%,-6.6,0.4%
COc1ccccc1OCc1csc(N)n1,9.7%,-10.5%,7.5%,2.2%,4.2%,3.3%,-2.3%,2.4%,2.1,-0.3%
Cc1cccc(CCNC(=O)c2nnc(Cc3ccc(Cl)cc3)o2)c1,2.8%,-0.4%,3.1%,0.4%,-2.9%,2.8%,-2.4%,-8.5%,14.3,-0.6%
O=C1CN(C(=O)c2cc(Br)c(Br)s2)c2ccccc2N1,-5.5%,6.9%,4.7%,-0.8%,0.9%,-53.3%,u,2.6%,5.4,0.4%
COc1ccc2c(=O)c(N3C(=O)c4ccccc4C3=O)coc2c1,15.4%,3.4%,7.4%,1.3%,-4.2%,1.9%,u,3.8%,1.2,0.3%
C=CCN1CC(=O)N2C(c3ccccc3)c3[nH]c4ccccc4c3C[C@H]2C1=O (stereo partly specified),-43.7%,-4.9%,3.8%,5.9%,-3.7%,-42.0%,1.1%,11.5%,4.9,6.2%
CCC/C=C1/CCCOC(C(=O)NCc2ccccn2)(C(F)(F)F)C1 (stereo unspecified),0.0%,x,x,2.9%,-6.1%,6.2%,x,x,x,x
CCn1cc(C2=NOC(C(=O)Nc3cccc(C(C)=O)c3)C2)c(C)n1 (stereo unspecified),3.8%[7.66 µM],0.0%,u,x,-0.9%,-55.8%,-4.2%,3.9%,-6.8,-0.5%
CC(C)CN(C(=O)COC(=O)COc1ccc2ccccc2c1)c1c(N)n(Cc2ccccc2)c(=O)[nH]c1=O,13.8%,-21.2%,x,-35.4%,4.1%,-5.2%,-27.2%,-16.8%,3.5,-0.5%
Cc1cc(NCCOCCO)n2ncc(-c3ccc(Cl)cc3)c2n1,-10.1%,39.8µM*,-9.7%,3.2%,-1.2%,23.7%,u,20.6%,10.2,-0.1%
CSCCC(NC(=O)c1ccccc1)C(=O)N/N=C(\C)Cc1ccccc1 (stereo unspecified),38.2%,-9.2%,8.7%,-5.6%,-5.1%,-3.9%,16.3%,4.4%,-1.2,0.5%
COc1ccc(CCN2CC(C(=O)Nc3cc(S(C)(=O)=O)ccc3Cl)CC2=O)cc1OC (stereo unspecified),4.9%,0.7%,x,4.8%,0.2%,6.7%,10.5%,8.0%,2.7,0.2%
CC(=O)c1cccc(NC(=O)NCc2ccc3c(c2)OCO3)c1,33.4%,2.4%,9.9%,-262.1%,-2.0%,19.3%,-18.5%,7.5%,u,0.5%
CCOC(=O)C1CCCN(C(=O)Cc2c(F)cccc2Cl)C1 (stereo unspecified),-7.4%,-11.5%,7.2%,7.4%,-6.6%,3.0%,5.9%,x,8.3,-0.2%
Cc1cc(C)c(NC(=S)N(C)C)cc1C,u,-0.9%,-6.4%,-7.2%,-3.8%,15.2%,-28.2%,-1.8%,-2.5,-0.1%
CC1CCN(c2nnc(N)s2)CC1,-0.4%,u,-3.7%,5.3%,-2.9%,15.8%,u,-0.9%,-6.4,-0.7%
Cc1cc2nc(SC(C)C(=O)O)[nH]c2cc1C (stereo unspecified),-1.2%,28.7%,0.0%,7.0%,-1.0%,36.1%,11.1%,-0.1%,2.8,-0.4%
CCOC(=O)C1CCN(C(=O)NS(=O)(=O)c2ccc(C)cc2)CC1,-1.6%,u,-2.3%,-8.0%,-1.1%,0.9%,2.2%,1.0%,-1.0,-0.2%
CC(/C=C/C=C/c1ccccc1)=N\NC(=O)c1cccnc1,-13.1%,14.1%,2.8%,2.6%,-11.8%,0.0%,u,-4.8%,-5.2,0.0%
CC1(C)CSC(=NCCc2ccccc2)N1,5.4%,20.1%,-0.3%,-2.0%,-0.7%,43.3%,20.2%,-0.5%,7.1,0.2%
Cc1cc(C)nc(SCc2csc(-c3ccccc3)n2)n1,-20.7%,u,-0.9%,-1.2%[46.1 µM],-1.4%,u,u,10.8%,1.6,1.0%
